TEAD-YAP inh: TEAD-YAP interaction inhibition | HEK-TIYL cells, TEAD-Gal4/YAP UAS-luciferase luminescence | inhibition, % at 9.12 µM | 640,000 compounds, 1.4% hits | AID 1259422; in the data active = inhibition above about 32%;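 also: 0% = median of test compound wells and 100% = reference inhibitor wells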
GPR151 ag: human GPR151 activation; Q8TDV0; PathHunter beta-arrestin GPR151 cells, luminescence; activation, % at 11.2 µM; 650,000 compounds, 1% hits; AID 1508602; in the data active = activation above about 4.9%;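 also: 0% = median of compound wells and 100% = cells with positive control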
FBW7 activator: activators of human E3 ligase FBW7; AlphaScreen FBW7–phospho-cyclin E peptide binding, activator screen; normalized activity (activation), % at 26.1 µM; 650,000 compounds, 0.13% hits; in the data active = normalized activity above about 1.9%;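 also: purified mutant Fbw7 with reduced substrate affinity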
Target sequence (Q969H0 whole entry, looked up): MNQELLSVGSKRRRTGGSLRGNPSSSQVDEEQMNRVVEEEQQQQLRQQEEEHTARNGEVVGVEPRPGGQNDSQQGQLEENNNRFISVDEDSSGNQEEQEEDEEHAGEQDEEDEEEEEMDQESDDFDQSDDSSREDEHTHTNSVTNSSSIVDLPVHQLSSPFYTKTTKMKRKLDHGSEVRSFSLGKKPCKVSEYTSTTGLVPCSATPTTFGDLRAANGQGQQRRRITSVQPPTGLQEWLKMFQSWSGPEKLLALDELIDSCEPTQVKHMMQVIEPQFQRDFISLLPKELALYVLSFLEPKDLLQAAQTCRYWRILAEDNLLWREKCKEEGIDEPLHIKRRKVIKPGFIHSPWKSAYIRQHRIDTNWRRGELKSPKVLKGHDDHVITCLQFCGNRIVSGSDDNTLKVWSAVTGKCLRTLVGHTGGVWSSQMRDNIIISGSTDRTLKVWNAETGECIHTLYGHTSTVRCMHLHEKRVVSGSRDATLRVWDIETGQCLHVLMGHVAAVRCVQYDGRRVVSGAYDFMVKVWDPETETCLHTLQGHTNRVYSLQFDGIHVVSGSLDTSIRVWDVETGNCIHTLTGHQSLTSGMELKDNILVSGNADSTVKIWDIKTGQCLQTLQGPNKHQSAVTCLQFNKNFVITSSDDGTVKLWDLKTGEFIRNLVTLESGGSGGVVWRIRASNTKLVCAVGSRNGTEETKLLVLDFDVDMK
MITF inh: inhibitors of human MITF; O75030; AlphaScreen MITF homodimerization, bead proximity signal; inhibition, % at 2.6 µM; 650,000 compounds, 0.91% hits; AID 1259374; in the data active = inhibition above about 50%;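 also: 0% = vehicle wells with protein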
Active calls of the source: *; & = joins results of further samples; ! = repeats disagree.

SMILES | TEAD-YAP inh | GPR151 ag | FBW7 activator | MITF inh
Cc1ccc(C)n1-c1ccc2snnc2c1 | 0.0 | 2.1 | 0.3 | -0.3
CSc1ccc(S(=O)(=O)N2CCCCCC2)cc1 | 3.3 | 5.0* | 0.4 | 15.0
NC(=O)CSc1nc2ncccc2c(=O)n1Cc1ccccc1 | -12.3 | 1.8 | -0.1 | 1.6
CN(C)c1ccc(/C=C2\SC(N3CCCC3)=NC2=O)cc1 | 3.2 | 1.1 | 0.2 | 8.9
O=C1CCC/C(=N\NC(=O)c2ccc(COc3cccc4cccnc34)cc2)C1 | 3.1 | -0.5 | 0.6 | -17.1
CCCCCCc1cc2cc(-c3csc(-c4ccccc4)n3)c(=O)oc2cc1O | 2.9 | 0.0 | 0.0 | 15.3
CCCCc1n[nH]c2c1/C(=N\OCC)CC(C)(C)C2 | 1.7 | 1.6 | 0.1 | 14.0
CC1CN(C(=O)COC(=O)C2CCC(C(C)(C)C)CC2)CC(C)O1 (centres undefined) | -6.3 | -0.1 | 0.3 | 7.5
COc1ccc(NC(=S)NCc2ccco2)cc1 | -11.5 | 2.3 | -0.2 | 1.9
COc1ccc(-n2ncnc2-c2ccc(Cl)cc2Cl)cc1 | 5.1 | -1.5 | 0.7 | 16.1
CCc1cccc(C)c1NC(=O)c1ccc(C(=O)Nc2c(C)cccc2CC)cc1 | 0.6 | 0.6 | 0.2 | 5.2
COc1ccccc1-c1nnc(SCC(=O)N2CCCCC2)n1C | -10.0 | -0.7 | -0.1 | -5.7
CCC(CC)C(=O)N1CCc2cc(OC)c(OC)cc2C1COc1ccc([N+](=O)[O-])cc1 (centres undefined) | 4.0 | -0.7 | 0.2 | 17.9
CC(C)n1cnc2c(NCc3cccnc3)nc(Nc3cccnc3)nc21 | 14.4 | 0.9 | -0.1 | 3.6
CCOC(=O)c1c(NC(=O)C(Cl)Cl)sc(C(=O)OC(C)C)c1C | -10.3 | 0.4 | 0.0 | 13.5
CC(C)OC(=O)c1cccc(C(=O)NC(C)c2ccccc2)n1 (centres undefined) | -5.2 | 2.1 | 0.0 | -3.2
COCCCNC(=O)Nc1ccc(OC)cc1 | -23.4 | -1.7 | 0.0 | -9.2
COc1ccc(/C=C/C(=O)C(C(=O)O)=C2SCS2)cc1 | 1.4 | -0.6 | -0.1 | 8.1
CN1CCN(c2ccc(-c3nc(NCCOc4ccccc4)c4ncn(CCN5CCCC5=O)c4n3)cc2)CC1 | 5.3 | -0.6 | -0.1 | 9.7
CC(=O)N1CCC(=O)N(C(C)C)c2ccccc21 | 3.1 | -0.4 | -0.1 | -4.5
O=C(CSc1nc2sc3c(c2c(=O)[nH]1)CCC3)N(CCO)CCO | 6.5 | -1.4 | 0.3 | 14.3
CCCCCCc1cc2cc(-c3csc(-c4ccccc4)n3)c(=O)oc2cc1OC(C)=O | 4.6 | -0.6 | 0.3 | 10.1
Nc1ccc2c(c1)ncn2Cc1ccccc1 | -2.6 | 2.1 | -0.4 | 2.3
COc1ccccc1C(=O)Nc1cccc(Oc2ccc3c(c2)C(=O)NC3=O)c1 | 2.9 | 2.5 | 0.0 | 5.2
CCOC(=O)c1sc(NNC(C)=O)nc1C | 7.7 | -0.8 | 1.5 | -46.8
O=C1N[C@H](Cc2ccccc2)C(=O)N2CCN(Cc3cccc(Cl)c3)C[C@H]12 | -4.6 | -0.8 | 0.4 | 12.9
COC(=O)NCC(c1ccc2c(c1)OCO2)N1CCN(c2ccccc2F)CC1 (centres undefined) | -1.5 | 0.7 | 0.0 | -3.7
O=C(CCn1nc(-c2ccccc2)ccc1=O)NCCc1ccccc1 | 4.3 | -2.0 | 0.4 | 10.6
COC(=O)c1c(NC(=O)/C(C#N)=C/c2ccc(C)o2)sc2c1CCCC2 | -8.5 | -0.2 | 0.0 | -0.4
CCOC(=O)c1c(C)oc2ccc(N(C(=O)c3ccc(C)cc3)S(=O)(=O)c3ccc(Br)cc3)cc12 | -3.8 | -0.6 | 0.0 | 2.3
N#Cc1cccc(NC(=O)c2ccccc2Br)c1 | -19.5 | 2.7 | -0.1 | 9.7
CCOC(=O)C(CC)Sc1ncnc2nc[nH]c12 (centres undefined) | 8.4 | -0.1 | 0.2 | 3.6
Cc1ccc2nc(C)c(C(=O)NCc3cc(Cl)cc(Cl)c3)n2c1 | 3.6 | -0.6 | -0.5 | -9.6
O=S(=O)(c1cccc2cccnc12)N1CCC(Cc2ccccc2)CC1 | -12.1 | 1.0 | 0.0 | -5.3
COc1cc(SC)ccc1C(=O)NCCc1ccc(S(N)(=O)=O)cc1 | 19.5 | -1.1 | 0.0 | 11.6
CC(C)c1c(O)nc(SCC(=O)Nc2cccc(F)c2)[nH]c1=O | 3.6 | 0.2 | -0.1 | 7.9
Cc1cc(Cl)cc(Br)c1OCCN1CCN(C)CC1 | 7.9 | -1.0 | -0.1 | -1.5
N#C/C(=C(/O)CSc1nnc(-c2ccccc2F)n1N)c1nc2ccccc2[nH]1 | 0.2 | -0.8 | -0.1 | 0.7
CC1CCN(S(=O)(=O)c2ccc(F)cc2)CC1 | 0.6 | -1.4 | 0.2 | 3.1
CCCOC(=O)C(CC)Oc1ccc2c(=O)c(Oc3cc(C)cc(C)c3)coc2c1 (centres undefined) | 3.5 | 0.5 | -0.3 | 6.2
Cc1ccc2c(c1)N(C(=O)N1CCC(C(=O)NCc3cccs3)CC1)CC(C)O2 (centres undefined) | 13.7 | -0.3 | -0.1 | -1.7
CCCN1CCC2(CC1)NC(=O)N(CC(=O)NCc1ccco1)C2=O | 4.5 | -1.2 | 0.5 | 21.4
Cc1ccc(NC(=O)c2ccc(F)cc2C)cc1 | -20.9 | 5.3* | -0.3 | 2.9
Cn1c(=O)c2cc(C(=O)c3cc(F)ccc3O)cnc2n(C)c1=O | 7.5 | -1.5 | -0.1 | -4.3
Cn1c(SCC(=O)Nc2cccc3ccccc23)nnc1-c1cccs1 | 6.2 | 1.2 | 0.8 | -7.7
O=S(=O)(Nc1cc(Cl)ccc1N1CCOCC1)c1ccc2ccccc2c1 | -16.7 | 1.0 | 0.1 | -7.2
O=c1[nH]c(CN2CCOCC2)nc2c1oc1ccccc12 | -0.2 | 0.1 | 0.0 | 4.8
COc1cccc(CNc2ncc(Br)cc2C)c1O | -55.5 | -0.9 | -0.1 | -2.5
O=C(Cc1cccs1)N/N=C\c1ccccn1 | -8.9 | 0.4 | -0.1 | 21.4
NC(=O)c1ccsc1NC(=O)c1ccc(S(=O)(=O)N2CCCc3ccccc32)cc1 | 10.5 | 0.4 | 0.0 | 11.5
COC(=O)C1=C(O)/C(=C/c2ccc(N(C)C)cc2)N=C1C | 2.4 | -0.7 | -0.2 | 1.7
COc1ccc(-c2cnc3c(n2)[nH]c(=O)n3Cc2ccc(F)cc2)cn1 | 13.1 | -0.8 | 0.8 | 16.3
Cc1ccn2c(=O)c(C(=O)Nc3ccc(F)c(C(F)(F)F)c3)cnc2c1 | 0.0 | 0.6 | -0.2 | -3.7
COC(=O)c1ccc(OCC(=O)c2cccc(OC)c2)cc1 | -38.7 | -0.1 | 0.3 | 10.1
OC(COc1cccc2ccccc12)Cn1c2ccccc2c2ccccc21 (centres undefined) | -2.7 | 0.3 | 0.1 | 5.3
CC1=CC(C)(C)N(C(=O)Nc2ccc(Cl)cc2)c2ccccc21 | -0.7 | 1.7 | -0.1 | 0.2
CN(CC(=O)NC1CCCCC1)S(=O)(=O)c1ccc(Cl)cc1 | 4.1 | 1.3 | 0.3 | 31.0
CCC(C)NC(=S)NC(=O)/C=C/c1ccc(S(=O)(=O)N2CCOCC2)cc1 (centres undefined) | -3.5 | 0.0 | -0.2 | -1.5
CCN(CC)C(=O)C1CCCN(Cc2ccc(Cl)c([N+](=O)[O-])c2)C1 (centres undefined) | 13.4 | -0.1 | 0.0 | 21.3
Cc1ccc(C(=O)Nc2sc3c(c2C(=O)N2CCCCCC2)CCCCC3)cc1 | -1.1 | -0.7 | 0.2 | 10.6

Laid out differently: entries from further up.
Every second line gives: TEAD-YAP inh, GPR151 ag, FBW7 activator, MITF inh
Cc1ccn2c(=O)c(C(=O)Nc3ccc(F)c(C(F)(F)F)c3)cnc2c1
 : 0.0, 0.6, -0.2, -3.7
CC1=CC(C)(C)N(C(=O)Nc2ccc(Cl)cc2)c2ccccc21
 : -0.7, 1.7, -0.1, 0.2
O=C(Cc1cccs1)N/N=C\c1ccccn1
 : -8.9, 0.4, -0.1, 21.4

Arranged by heavy-atom count (descending): some entries from above.
SMILES | TEAD-YAP inh | GPR151 ag | FBW7 activator | MITF inh
OC(COc1cccc2ccccc12)Cn1c2ccccc2c2ccccc21 (centres undefined) | -2.7 | 0.3 | 0.1 | 5.3
Cc1ccn2c(=O)c(C(=O)Nc3ccc(F)c(C(F)(F)F)c3)cnc2c1 | 0.0 | 0.6 | -0.2 | -3.7
COC(=O)c1ccc(OCC(=O)c2cccc(OC)c2)cc1 | -38.7 | -0.1 | 0.3 | 10.1

Additional records
SMILES | TEAD-YAP inh | GPR151 ag | FBW7 activator | MITF inh
CCCn1c(-c2ccc(OC)cc2)nc2c(c(=O)c3ccccc3n2C)c1=O | -10.9 | -0.4 | -0.1 | 90.0*
Cc1ccccc1C(=O)Nc1nnc(Cc2ccccc2F)s1 | 4.2 | -0.5 | 0.0 | -7.0
COc1ccc(-n2nc3c(c2NC(=O)c2ccc(C)c([N+](=O)[O-])c2)CS(=O)(=O)C3)cc1 | 8.6 | -1.2 | 0.1 | 0.3
CC(C)N1CCc2c(sc(NC(=O)c3ccc([N+](=O)[O-])cc3)c2C(N)=O)C1 | -5.1 | 1.5 | 0.0 | 0.1
COc1ccc2c(C)c(CCC(=O)O)c(=O)oc2c1C | 0.1 | -0.6 | 0.0 | 22.0
O=C(CCOc1ccccc1)NCC1COc2ccccc2O1 (centres undefined) | 2.4 | -0.2 | 0.1 | 2.2
CCOC(=O)C1C(=O)CC(=O)C(C(=O)OCC)C1c1ccco1 (centres undefined) | 1.2 | -0.3 | 0.8 | 19.1
COc1cc(/C=C2\SC(=O)NC2=O)ccc1OCc1ccc([N+](=O)[O-])cc1 | -8.5 | 1.0 | -0.3 | -3.8
Cc1ccc(S(=O)(=O)NCCn2nc(C)c(Cl)c2C)cc1 | 6.5 | -1.0 | 0.1 | 10.9
O=C(COC(=O)c1cc(Br)ccc1O)NC1CCCCC1 | 10.9 | 0.9 | 0.1 | 3.1
Cc1ccc(OCCn2c(SCCOc3ccc(Cl)cc3)nc3ccccc32)cc1 | -12.1 | -0.4 | 0.6 | 16.1
CC1(C)NC(=O)N(CCCOc2ccc(C(C)(C)c3ccccc3)cc2)C1=O | -4.3 | -1.8 | -0.1 | 2.4

Molecules listed so far that have a COOH group (two):
SMILES | TEAD-YAP inh | GPR151 ag | FBW7 activator | MITF inh
COc1ccc(/C=C/C(=O)C(C(=O)O)=C2SCS2)cc1 | 1.4 | -0.6 | -0.1 | 8.1
COc1ccc2c(C)c(CCC(=O)O)c(=O)oc2c1C | 0.1 | -0.6 | 0.0 | 22.0

Continued.
SMILES | TEAD-YAP inh | GPR151 ag | FBW7 activator | MITF inh
COc1ccc(S(=O)(=O)N(C)c2ccc(C(=O)NC3CC4CCC3C4)cc2)cc1 (centres undefined) | 14.8 | -0.3 | 0.2 | -0.8
CC(C)CCN1CCN(Cc2cc(=O)c3ccccc3[nH]2)CC1CCO (centres undefined) | 7.2 | -1.8 | 0.2 | 7.5
Cc1sc2ncn(/N=C/c3c(F)cccc3F)c(=O)c2c1C | 5.3 | -0.2 | 0.3 | 1.2
CC(Nc1cccc2ccccc12)C(=O)N/N=C/c1ccc(O)cc1 (centres undefined) | 34.4* | -0.4 | -0.2 | 8.1
Cc1onc(-c2ccccc2Cl)c1C(=O)NC1CCCCCCC1 | 4.2 | 1.4 | 0.1 | -18.2
Cc1cccc(NC(=O)Nc2nc(C)cs2)c1 | -45.5 | 0.2 | 0.2 | 12.0
COc1ccc(C2=N/C(=C\c3ccc(Cl)c(Cl)c3)C(=O)O2)c(Br)c1 | 6.6 | 0.1 | 0.0 | -3.9
CCNC(=S)/C(=C(/O)c1cccs1)[n+]1ccccc1 | -1.3 | 3.2 | -0.2 | -2.7
CC(C)(C)c1ccc(OCC(=O)Nc2cc([N+](=O)[O-])ccc2O)cc1 | 77.8* | -4.0 | 0.4 | 25.1
O=C(O)CCSc1nnc(COc2ccc([N+](=O)[O-])cc2)n1-c1ccccc1 | -4.5 | 1.2 | 0.0 | -0.3
COc1ccc(C2CC(=O)C3=C(C2)NC(C)=C(C(=O)OCCc2ccccc2)C3c2ccc3c(c2)OCO3)cc1 (centres undefined) | 8.7 | -0.1 | -0.1 | -12.3
Cn1c(=NC(=O)CN2C(=O)c3ccccc3C2=O)sc2cc(F)ccc21 | -3.5 | 0.9 | 0.0 | 4.6
C#C[C@]1(O)CC[C@H]2[C@@H]3CCC4=Cc5oncc5CC4(C)[C@H]3CCC21C (some centres undefined) | -14.7 | 5.5*! | -0.1&0.5&0.0 | 1.2&2.6&-1.0
O=C(Nc1ccc(Cl)cc1)c1cc2c(=O)n3ccccc3nc2s1 | -0.2 | 0.1 | 0.2 | 9.5
CC1=C(C(=O)OC2CCCC2)C(c2ccc3c(c2)OCO3)C2=C(CC(c3ccccc3)CC2=O)N1 (centres undefined) | -0.3 | -0.6 | -0.2 | -1.7
COC(=O)c1cc(S(=O)(=O)N2CCCC2)c[nH]1 | 8.0 | -1.5 | 0.7 | 9.2
Cc1ccccc1C(=O)OCN1C(=O)c2ccccc2C1=O | 0.2 | -0.4 | -0.2 | 0.2
Cc1ccccc1-c1nc(CS(=O)(=O)CC(=O)N(C)C2CCCCC2)c(C)o1 | 18.0 | 0.8 | -0.2 | 8.2
